hcDAF12 agonist = activators of H. contortus DAF-12 nuclear receptor; HEK293 hcDAF-12 lit1-tk-luc reporter, luminescence; 0% DMSO, 100% Δ7-dafachronic acid; hit rate 1.4% among 370,000; activation, % at 6.8 µM;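 active = activation above the mean of all tested compounds plus 3 SD, cut at about 5.5% in these data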;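 also: 100% = response to 3 µM Δ7-dafachronic acid high control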
hgDAF-12 ag = activates the H. glycines DAF-12 receptor ligand-binding domain; hit rate 1.8% among 370,000; AID 687014; HEK293 GAL4-hgDAF12 UAS-luciferase reporter, agonist luminescence; normalized to butyrate control; activation, % at 6.8 µM;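 active = activation above a cutoff set at the mean of all screened compounds plus 3 SD, cut at about 10% in these data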;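 also: 0% = DMSO wells and 100% = sodium butyrate wells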
GAA850 FXN act = frataxin GAA850 promoter activation; HEK293 lucGAA850 FXN promoter luciferase reporter, 24 h; percent of 10 µM SAHA response; activation, % at 6 µM; hit rate 0.56% among 360,000; AID 540364;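 active = activation above the average of all compounds screened plus 3 SD, cutoff fixed separately per campaign, cut at about 7.5% in these data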;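 also: 0% = DMSO wells and 100% = 10 µM SAHA wells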
DAX1 inh-1 = DAX1 (NR0B1) inhibition, primary screen. hit rate 1.1% among 370,000. HEK293T StAR-luciferase reporter, SF-1/DAX-1 repression relief. AID 652010. inhibition, % at 6.8 µM;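 active = inhibition above the mean over all tested compounds plus 3 SD, cut at about 3.6% in these data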;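 also: 0% = DAX-1 cells with DMSO and 100% = cells lacking DAX-1 with DMSO; higher inhibition means more luminescence from relief of DAX-1 repression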
ssDAF12 agonist = activators of S. stercoralis DAF-12 nuclear receptor; hit rate 1% among 370,000; HEK293 ssDAF-12/GRIP1 lit1-tk-luc reporter, luminescence; % of 3 µM dafachronic acid response; activation, % at 6.8 µM;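 active = activation above the mean over all tested compounds plus 3 SD, cut at about 0.9% in these data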;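 also: 0% = DMSO-only wells and 100% = 3 µM delta7-dafachronic acid wells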
HGIII-sPLA2 inh = Inhibits HGIII-sPLA2 liposome hydrolysis, primary screen; Q9NZ20; QFRET BODIPY PC-A2 liposome hydrolysis, fluorescence; inhibition, % at 12.2 µM; hit rate 0.56% among 370,000; AID 743126;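 active = inhibition above mean plus 3 SD of compounds lying within the high and low control bounds, cut at about 19% in these data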;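 also: 0% = median of test compound wells and 100% = no enzyme DMSO wells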
NPR1 activator = GC-A (human) enzyme activation; P16066; HEK293 GC-A cells, cGMP TR-FRET, EC30 ANP; 0% at EC30 ANP, 100% saturating ANP; activation, % at 10 µM; hit rate 0.14% among 370,000; AID 1671463; in the data active = activation above about 40%
DAX1 inh-2 = inhibitors of human orphan nuclear receptor DAX1 (NR0B1); P51843; HEK293 Gal4-DAX1 luciferase reporter, luminescence; inhibition, % at 6.75 µM; hit rate 0.99% among 340,000; AID 504766;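 active = inhibition above the mean over all tested compounds plus 3 SD, cut at about 4.2% in these data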;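 also: 0% = DAX1-transfected cells with DMSO and 100% = empty-vector control cells with DMSO; inhibition shows as a rise in luminescence from relieved DAX1 repression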
ADAM10 inh = inhibitors of human ADAM10 | O14672 | recombinant ADAM10, EDANS/DABCYL FRET peptide cleavage, 3 h | inhibition, % at 7 µM | hit rate 0.62% among 370,000;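 active = inhibition above a per-campaign cutoff equal to the mean of compounds falling between control-based bounds plus 3 SD, cut at about 20% in these data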;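 also: 0% = DMSO wells while the 100% control is not disclosed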
GC-B act = GC-B (human) receptor activation | P20594 | HEK293-GC-B cells, CNP EC30, cGMP TR-FRET; 0% at EC30 CNP, 100% saturating CNP | activation, % at 10 µM | hit rate 0.11% among 370,000 | AID 1920062;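 active = activation at 10 µM reaching about 35% in either raw or pattern-adjusted values, limit read from the data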
Target sequence (P20594 whole entry, looked up): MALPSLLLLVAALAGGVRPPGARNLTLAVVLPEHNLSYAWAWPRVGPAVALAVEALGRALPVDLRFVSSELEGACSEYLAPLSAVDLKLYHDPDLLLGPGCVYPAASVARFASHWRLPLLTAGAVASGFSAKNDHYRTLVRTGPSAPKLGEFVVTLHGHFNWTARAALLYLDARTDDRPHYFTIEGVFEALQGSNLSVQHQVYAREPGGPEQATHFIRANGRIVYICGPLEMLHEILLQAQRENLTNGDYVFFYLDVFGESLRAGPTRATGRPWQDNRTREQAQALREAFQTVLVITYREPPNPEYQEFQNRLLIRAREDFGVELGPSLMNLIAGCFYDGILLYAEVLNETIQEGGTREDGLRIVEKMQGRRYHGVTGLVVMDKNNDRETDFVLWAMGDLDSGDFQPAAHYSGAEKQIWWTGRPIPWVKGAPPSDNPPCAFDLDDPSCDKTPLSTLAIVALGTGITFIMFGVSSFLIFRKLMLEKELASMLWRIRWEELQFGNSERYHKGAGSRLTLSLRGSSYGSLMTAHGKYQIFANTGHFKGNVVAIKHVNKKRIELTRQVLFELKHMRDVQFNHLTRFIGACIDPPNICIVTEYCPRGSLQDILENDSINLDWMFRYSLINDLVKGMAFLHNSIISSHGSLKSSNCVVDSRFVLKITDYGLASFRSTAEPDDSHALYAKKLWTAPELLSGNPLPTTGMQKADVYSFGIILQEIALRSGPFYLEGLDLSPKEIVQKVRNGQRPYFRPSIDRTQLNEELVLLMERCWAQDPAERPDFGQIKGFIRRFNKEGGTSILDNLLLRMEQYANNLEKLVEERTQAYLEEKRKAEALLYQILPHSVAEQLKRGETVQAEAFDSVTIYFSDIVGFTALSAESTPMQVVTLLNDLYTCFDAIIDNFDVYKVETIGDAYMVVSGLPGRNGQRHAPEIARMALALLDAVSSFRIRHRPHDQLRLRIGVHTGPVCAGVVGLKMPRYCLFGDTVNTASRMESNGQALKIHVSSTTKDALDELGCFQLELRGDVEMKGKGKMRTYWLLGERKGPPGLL
SMARCA2 activ = SMARCA2 function activation, primary screen; MG213 cells, MMTV-luciferase reporter, dexamethasone, overnight; activation, % at 9.1 µM; hit rate 1% among 370,000; AID 652017; in the data active = activation above about 7.8%;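 also: 0% = vehicle wells and 100% = reference activator wells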
Starred values were filed as active, the others as inactive; · = not tested or not shown.

SMILES	hcDAF12 agonist	hgDAF-12 ag	GAA850 FXN act	DAX1 inh-1	ssDAF12 agonist	HGIII-sPLA2 inh	NPR1 activator	DAX1 inh-2	ADAM10 inh	GC-B act	SMARCA2 activ
COC(=O)[C@]12C[C@H](CC(=O)NCc3cccc(C(F)(F)F)c3)C(=O)N(Cc3ccc4c(c3)OCO4)C1=C[C@H](C(C)C)O[C@@H]2C1CC1	-1.7	0.8	·	0.1	-0.8	-8	-6	·	20*	-4	-2
CCN1CCN(C(=S)NC(=O)c2cccs2)CC1	1.7	-2.4	0.7	-0.2	-1.2	3	0	0.5	-4	0	1
Cc1cc(C)c(N2C(=O)CCCC2=O)c(Cl)c1	-2.1	-0.3	-0.1	-0.4	-1.5	2	4	-1.4	-1	-7	1
Oc1ccc(/C=N/N2CCOCC2)c(O)c1O	-0.1	4.5	-0.9	-0.5	-1.8	-4	-7	6.2*	-3	11	-1
O=C1CC[C@H](O)CCN1[C@H](CSc1ccccc1)Cc1ccccc1	1.3	-1.1	1.7	-0.1	-0.4	-1	0	0.3	4	-9	2
CCOC(=O)C(=NCC1CCCO1)NNc1ccccc1Cl (centres undefined)	0.1	0.7	1.9	0.1	-1.7	11	-5	1.0	-13	-2	-1
COc1cccc(NC(=O)NNC(=O)CN2C(=O)COc3ccccc32)c1	-1.6	1.1	0.5	-0.5	-0.9	1	2	-2.0	7	2	0
O=C(CSc1nc2ccsc2c(=O)n1CC1CCC(C(=O)O)CC1)NCCc1ccc(Cl)cc1 (centres undefined)	0.0	0.7	-0.1	1.6	-1.2	5	2	0.4	5	0	-1
COc1ccc(-c2c(C)n([O-])c3c([n+]2=O)CCCC3)cc1	-0.7	-0.2	-3.5	-0.1	-1.2	-2	3	2.5	-10	-1	-1
Cc1cccc(S(=O)(=O)N(C)C[C@@H]2OCc3cnnn3CCCC(=O)N([C@H](C)CO)C[C@@H]2C)c1	0.3	-1.0	1.4	-0.1	-1.4	15	-3	-0.5	-11	2	-4
COc1cc(C(=O)NCCC(C)C)c([N+](=O)[O-])cc1OC	-0.1	-1.8	0.1	0.7	0.3	-2	0	-0.6	3	-1	3
Cc1cccc(N2CCN(C(=O)C3CCN(c4ncnc5c4nc4n5CCCCC4)CC3)CC2C)c1 (centres undefined)	-5.0	-10	-4.0	-1.4	-2.4	-3	-5	-1.9	4	3	-11
O=C(CN1C(=O)NC(Cc2ccccc2)C1=O)Nc1ccccc1OC(F)F (centres undefined)	-0.9	0.7	1.2	2.2	-1.0	4	-1	-1.2	1	1	5
Cc1ccc(S(=O)(=O)Cc2ccc(C(=O)N3CCN(c4cc(C)ccc4C)CC3)o2)cc1	-1.1	3.0	-1.0	-0.6	-2.1	3	-6	-0.7	3	5	-1
CNC(=O)NC(=S)NC(=O)c1ccc(OC)cc1	0.4	3.9	4.8	0.6	-1.2	3	3	1.3	3	1	10*
Fc1cccc(CNc2ncnc3cc(Cl)ccc23)c1F	1.7	-1.8	1.0	-1.2	-1.0	-3	5	-1.5	-7	-2	-4
Cc1nnn(-c2nonc2N)c1C(=O)NNC(=O)c1ccc(Cl)c(Cl)c1	0.0	-1.7	0.3	-0.4	-1.4	-9	7	1.4	2	4	1
CC(C)(C)c1csc(NC2=NS(=O)(=O)c3ccccc32)n1	3.5	19*	2.9	5.8*	0.7	-13	0	2.3	8	0	5
CCN1CCN(CCCNC(=O)C2CCN(c3nnc(-n4c(C)ccc4C)s3)CC2)CC1	0.2	-1.3	1.6	-1.0	-1.1	-3	0	1.4	-13	-5	-1
CC1CCC(NC(=O)CCn2ccc3cc(S(=O)(=O)N4CCCC4)ccc32)CC1 (centres undefined)	-0.6	-1.9	8.4*	-2.4	-1.1	-16	-1	-0.5	6	3	0
COc1ccc(C(C[N+](=O)[O-])c2c(-c3ccccc3)cc3ccccn23)cc1OC (centres undefined)	-1.2	-0.8	1.5	-0.2	-1.4	-5	-17	-0.6	-10	-7	1
CCOC(=O)C1CCN(c2cc(C)nc3cc(-c4cccc(F)c4)nn23)CC1	-1.4	-1.1	-3.2	-1.1	-1.3	5	-3	1.6	-26	-11	0
O=C(CNC(=O)c1cccs1)OCC(=O)c1ccc([N+](=O)[O-])cc1	-0.9	-3.4	-1.3	-0.6	-1.4	5	1	0.2	-6	2	1
N#CCc1nc2c3c4c(sc3ncn2n1)CCCC4	-1.1	1.5	2.6	0.2	-0.7	-10	0	0.1	-2	-2	-6
Cn1cnc([N+](=O)[O-])c1S(=O)(=O)Oc1ccccc1	0.9	2.8	0.2	-2.1	-0.7	4	1	-0.8	-17	5	20*
O=C(CSc1nc(-c2ccccc2)cc(C(F)(F)F)n1)c1cccc([N+](=O)[O-])c1	-1.4	-2.9	0.5	-0.5	-0.4	6	-2	-0.6	-1	-2	-3
CCOC(=O)C1C2C=CC(CC2)N1c1ccccc1 (centres undefined)	-2.1	-2.3	-0.2	0.5	-1.0	3	-1	1.6	-9	3	-2
COc1cc(/C=N\Nc2nc3ccccc3[nH]2)cc(OC)c1OC	-6.1	-9.8	-5.2	-3.0	-2.4	3	7	-2.3	-17	-4	-9
COc1ccc(CN(C)C(=O)COC(=O)c2ccc3c(c2)OCO3)cc1OC	-1.1	-1.7	2.0	-0.6	-1.2	0	4	2.2	-1	-2	-1
CCCCCC1(C)NC(=S)N(c2ccccc2)N1 (centres undefined)	0.6	-0.7	-0.8	-0.2	-0.7	10	0	0.7	-8	4	-2
Cc1ccc(S(=O)(=O)N2CCCCC2CCNC(=O)C(=O)NCc2cccnc2)cc1 (centres undefined)	-1.4	-0.1	-3.6	-2.9	-1.1	2	0	-1.4	-1	0	0
CCOC(=O)C1=C(C)N=c2s/c(=C/c3cccc([N+](=O)[O-])c3O)c(=O)n2C1c1ccc(OC)cc1OC (centres undefined)	0.7	0.3	-1.2	-0.2	-0.6	-4	-6	0.2	0	-8	0
CC1(C)CC2CC(C)(CN2Cc2c(O)ccc3ccccc23)C1 (centres undefined)	2.2	0.9	0.1	0.0	-0.3	-12	-5	-1.0	-50	-3	2
O=C1[C@@H]2C(Cc3ccc(O)cc3)NC3(C(=O)Nc4ccc(F)cc43)[C@@H]2C(=O)N1c1ccc(F)cc1 (some centres undefined)	2.6	4.3	-1.2	0.2	-0.4	-44	-2	-0.4	0	-1	-1
CCCNC(=O)N1C[C@H](O)COC[C@H]2O[C@@H](CC(=O)N[C@@H]3CCN(Cc4ccccc4)C3)CC[C@@H]21	1.0	3.2	·	1.3	0.3	17	2	·	-21	0	-4
O=C1C(=O)N(Cc2cccnc2)C(c2cccc([N+](=O)[O-])c2)/C1=C(\O)c1ccc2c(c1)OCCO2 (centres undefined)	-2.2	-1.5	-0.6	2.5	-1.0	12	0	0.4	-10	5	-3
C[C@]12C=CC(=O)C=C1CC[C@@H]1[C@@H]2[C@@H](O)C[C@@]2(C)[C@H]1CC[C@]2(O)C(=O)CO	0.4	-2.8	1.7	0.5	-1.7	-1	3	-0.5	3	-3	-4
O=C(Cc1ccccc1)c1nnc(-c2ccccc2)o1	-0.6	-0.7	1.9	-0.2	-0.4	2	1	-1.1	-10	-1	-1
O=c1nc2ccccc2c(NS(=O)(=O)c2ccccc2)n1-c1ccccc1	-0.7	0.8	1.5	0.4	-0.6	0	-3	-0.3	-2	3	0
Cc1ccccc1Cn1cc(C)c(=O)[nH]c1=O	-0.5	1.7	0.6	0.7	-1.7	2	7	0.5	0	-1	-2
Cc1cccc(N2CCN(C(=O)Cn3cnc4c3c(=O)n(C)c(=O)n4C)CC2)c1C	-2.4	-0.9	3.2	-0.1	-1.5	0	-2	-0.4	-5	-5	-2
Cc1c(OCC(=O)NCC(O)c2ccccc2)ccc2c3c(c(=O)oc12)CCC3 (centres undefined)	0.3	-0.9	2.1	-1.0	-1.1	0	5	-0.3	-87	-4	0
CC1(C)Cc2cccc(OCC(=O)N3CCN(c4ccccc4Cl)CC3)c2O1	2.4	0.7	-0.1	-1.2	-1.1	-1	-12	-0.3	4	-6	-2
N=c1ccn2c(n1)O[C@H]1[C@@H](CO)[C@H](O)O[C@H]12	-0.2	-3.8	-2.0	-3.9	-0.9	-6	4	-3.4	-5	-2	0
Cc1ccc(NC(=O)c2cc(NC(=O)CCC(=O)O)ccc2N2CCCCC2)cc1	0.0	-0.4	-2.1	0.4	-1.4	9	-1	-0.6	-2	2	-2
CS(=O)(=O)N1CCN(c2ccc([N+](=O)[O-])cc2C(F)(F)F)CC1	-2.2	0.8	-2.0	-0.6	-1.1	-7	3	-1.4	2	0	-2
CCCc1noc2c1C(c1cc(Br)ccc1F)C(C#N)=C(N)N2 (centres undefined)	-1.3	0.1	0.3	-0.4	-1.9	-33	-10	-0.7	3	-9	-2
O=C(c1cccc(F)c1)N1CCN(c2cccc(C(F)(F)F)c2)CC1	-2.6	-0.3	-0.2	-0.5	-0.8	2	·	-0.1	-2	·	3
O=C(NCc1ccco1)C1CCN(C(=O)c2ccc(Cl)cc2Cl)CC1	-0.6	1.9	-0.8	0.8	-0.5	-1	-1	-0.2	3	5	-1
CCc1ccc(-c2cc(C)no2)cc1S(=O)(=O)N1CCN(c2ccccn2)CC1	-2.3	-1.1	-0.7	-2.5	-1.1	-12	-14	-0.2	8	-9	-1
OC(CCc1ccncc1)COc1ccccc1 (centres undefined)	0.2	-1.2	-1.2	-0.7	-1.3	3	3	1.4	9	1	-1
CCOC(=O)c1cc(C#N)c(SCc2cccc3ccccc23)nc1C	-1.8	1.1	-0.3	0.0	-0.6	0	-2	0.1	8	1	0
O=S1(=O)N[C@H](Cc2ccccc2)COc2cccc(N3CCCCC3)c21	-0.1	-3.7	·	-1.3	-1.1	9	1	·	0	-1	-6
CC(C)(C)c1ccc(OCC(=O)N/N=C/C2CC=CCC2)cc1 (centres undefined)	-1.2	-1.9	1.4	1.4	-1.4	-6	-2	-0.5	5	6	1
CCOc1ccc(CNC(=O)CCS(=O)(=O)c2ccc3c(c2)oc(=O)n3C)cc1	1.1	0.6	1.7	2.0	-1.4	-5	1	0.0	-1	2	0
COc1ccc(NC(=O)C2CCN(S(=O)(=O)c3cccc4cccnc34)CC2)cc1	-1.2	-0.3	0.5	-0.3	-1.3	-3	-6	0.1	-2	-10	2
CCOC(=O)c1cc(-c2csc(N/N=C/c3ccccc3Cl)n2)on1	1.7	-0.3	3.6	0.2	-1.4	2	4	2.1	4	-7	-1
COCCN1CN=C(NS(=O)(=O)c2ccc(C)cc2)NC1	-1.3	1.1	0.6	0.3	-0.8	0	2	0.0	1	1	1

Laid out differently: results already given.
O=c1nc2ccccc2c(NS(=O)(=O)c2ccccc2)n1-c1ccccc1
  hcDAF12 agonist: -0.7	hgDAF-12 ag: 0.8	GAA850 FXN act: 1.5	DAX1 inh-1: 0.4	ssDAF12 agonist: -0.6	HGIII-sPLA2 inh: 0	NPR1 activator: -3	DAX1 inh-2: -0.3	ADAM10 inh: -2	GC-B act: 3	SMARCA2 activ: 0
Cc1ccccc1Cn1cc(C)c(=O)[nH]c1=O
  hcDAF12 agonist: -0.5	hgDAF-12 ag: 1.7	GAA850 FXN act: 0.6	DAX1 inh-1: 0.7	ssDAF12 agonist: -1.7	HGIII-sPLA2 inh: 2	NPR1 activator: 7	DAX1 inh-2: 0.5	ADAM10 inh: 0	GC-B act: -1	SMARCA2 activ: -2

Compounds as they come (roughly 6.6% active in at least one column).
